BioA inh: inhibitors of Mycobacterium tuberculosis BioA enzyme | purified M. tuberculosis BioA enzyme, plate reader | 360,000 compounds, 0.096% hits | inhibition, % at 9.99 µM; in the data active means inhibition above about 40%
Starred values were filed as active, the others as inactive. Not all compounds are listed; the hit share may differ from the screen's.

SMILES	BioA inh
CN1[C@H](C(=O)Nc2nccs2)[C@@H](CO)[C@@H]2Cn3c(ccc(-c4ccccc4F)c3=O)[C@@H]21	7.1
C[C@H](O)C#Cc1cnc2c(c1)C(=O)N([C@H](C)CO)C[C@H](C)[C@@H](CN(C)C(=O)Nc1ccc(C(F)(F)F)cc1)O2	3.2
COCCNC(=O)C[C@H]1CC[C@H]2[C@@H](COc3ccc(NC(=O)COC)cc3C(=O)N2C)O1	-2.9
CO[C@H](CN(C)C(=O)C1CCOCC1)[C@@H](C)CN(C(=O)Nc1ccc(F)cc1)[C@H](C)CO	2.5
C[C@@H]1CN([C@@H](C)CO)C(=O)Cc2cc(NC(=O)Nc3ccc4c(c3)OCO4)ccc2O[C@@H]1CN(C)C(=O)Nc1ccccc1	-2.6
C[C@@H]1CN([C@H](C)CO)C(=O)c2cccc(NC(=O)C3CCOCC3)c2O[C@@H]1CN(C)C(=O)Nc1ccc(C(F)(F)F)cc1	0.5
Cc1ccccc1-c1ccc([C@H]2[C@@H](CO)N3CCCCN(S(=O)(=O)Cc4ccccc4)C[C@H]23)cc1	0.1
COc1ccc(NC(=O)N[C@H]2CC[C@@H](CC(=O)NCc3ccccn3)O[C@H]2CO)cc1	-1.0
C[C@@H]1CN([C@H](C)CO)C(=O)c2cc(NC(=O)CCCCCC(=O)Nc3ccccc3N)ccc2O[C@H]1CN(C)S(=O)(=O)c1ccc(Cl)cc1	0.3
O=C(C[C@@H]1CC[C@H]2[C@@H](COC[C@@H](O)CN2C(=O)c2ccccc2F)O1)NCc1ccc(Cl)c(Cl)c1	2.6
CCC(=O)N(C)C[C@@H]1Oc2ncc(C#C[C@@H](C)O)cc2C(=O)N([C@H](C)CO)C[C@H]1C	1.3
CN(C)CC(=O)Nc1ccc2c(c1)[C@@H]1C[C@@H](CC(=O)NCc3ccc(-c4ccccc4)cc3)O[C@H](CO)[C@@H]1O2	-1.2
CO[C@H]1CN(C)C(=O)c2cc(NS(=O)(=O)c3cn(C)cn3)ccc2OC[C@H](C)N(C)C[C@H]1C	-0.6
C[C@H]1CN([C@@H](C)CO)C(=O)Cc2cc(N(C)C)ccc2O[C@H]1CN(C)S(=O)(=O)c1cn(C)cn1	-0.6
C[C@H]1CN([C@@H](C)CO)S(=O)(=O)c2ccc(C#Cc3ccncc3)cc2O[C@H]1CN(C)C(=O)c1ccncc1	2.1
O=C(CN1CCOCC1)N[C@@H]1CC[C@@H](CCNC(=O)C2CCCC2)O[C@H]1CO	3.7
C[C@@H]1CN([C@@H](C)CO)C(=O)c2cccc(NC(=O)c3nc4ccccc4s3)c2O[C@@H]1CN(C)Cc1ccc(Oc2ccccc2)cc1	-4.0
C[C@H](CO)N1C[C@H](C)[C@@H](CN(C)Cc2ccncc2)Oc2cc(C3=CCCC3)ccc2S1(=O)=O	2.4
C[C@@H](NC(=O)C[C@H]1C=C[C@@H](NC(=O)C2CC2)[C@H](CO)O1)c1ccccc1	-1.4
O=C(N[C@H]1CC[C@H](CCNS(=O)(=O)c2ccccc2Cl)O[C@H]1CO)c1ccccc1	-0.7
Cc1ccccc1CN(C)C[C@@H]1OCc2cnnn2CCCC(=O)N([C@H](C)CO)C[C@@H]1C	-1.2
C[C@@H]1CCCCO[C@H](CN(C)S(=O)(=O)c2cccs2)[C@H](C)CN([C@@H](C)CO)C(=O)c2cc(NS(C)(=O)=O)ccc2O1	0.8
COc1ccccc1CNC(=O)C[C@@H]1C=C[C@H](NC(=O)CN(C)C)[C@@H](CO)O1	-1.7
O=C(C[C@H]1CC[C@H]2[C@@H](COC[C@H](O)CN2Cc2cccc(Cl)c2)O1)Nc1nccs1	-0.1
C[C@@H]1CN([C@@H](C)CO)C(=O)Cc2cc(NC(=O)c3ccncc3)ccc2O[C@@H]1CN(C)C(=O)Nc1ccc(C(F)(F)F)cc1	2.1
C[C@H](CO)N1C[C@H](C)[C@H](CN(C)Cc2ccc(-c3ccccc3)cc2)Oc2ccc(NC(=O)Cc3ccccc3)cc2C1=O	-3.1
CO[C@H]1CN(C)C(=O)c2cc(NC(=O)c3ccccc3F)ccc2OC[C@@H](C)N(CC2CCOCC2)C[C@H]1C	-1.7
Cc1ccc(-c2ccc3c(c2)O[C@@H](CN(C)C(=O)CC2CC2)[C@@H](C)CN([C@H](C)CO)S3(=O)=O)cc1	5.3
COCC(=O)N1[C@H](CO)[C@H]2c3ccccc3N(C(=O)Nc3cc(F)ccc3F)C[C@H]21	-0.9
CC(C)NC(=O)Nc1ccc2c(c1)CC(=O)N([C@H](C)CO)C[C@@H](C)[C@H](CN(C)CC1CCCCC1)O2	-0.1
CO[C@H]1CN(C)C(=O)c2ccc(NS(=O)(=O)c3ccc(C)cc3)cc2OC[C@@H](C)N(C)C[C@H]1C	-0.4
C[C@@H]1CCCCO[C@@H](CN(C)Cc2ccc3c(c2)OCO3)[C@H](C)CN([C@@H](C)CO)C(=O)c2cc(NC(=O)CCCN(C)C)ccc2O1	-2.6
C[C@@H](O)C#Cc1ccc([C@@H]2[C@@H](CO)N3CCCCN(C(=O)c4cccc(F)c4)C[C@H]23)cc1	-1.5
Cc1noc(C)c1NC(=O)Nc1ccc2c(c1)CC(=O)N([C@@H](C)CO)C[C@H](C)[C@@H](CN(C)S(=O)(=O)c1cn(C)cn1)O2	-0.8
CC(C)NC(=O)Nc1ccc2c(c1)CC(=O)N([C@H](C)CO)C[C@H](C)[C@@H](CN(C)S(C)(=O)=O)O2	-0.3
COc1ccc(S(=O)(=O)Nc2ccc3c(c2)CC(=O)N([C@@H](C)CO)C[C@@H](C)[C@H](CN(C)C(=O)NC2CCCCC2)O3)cc1	1.1
C[C@@H]1CN([C@@H](C)CO)C(=O)c2cc(-c3ccc(F)cc3)cnc2O[C@H]1CN(C)CC1CCCC1	-2.4
COc1ccc(S(=O)(=O)N(C)C[C@@H]2OCCCC[C@@H](C)Oc3ccc(NC(=O)CCC(F)(F)F)cc3C(=O)N([C@@H](C)CO)C[C@@H]2C)cc1	-1.2
O=C(Cc1ccncc1)NCC[C@H]1CC[C@H](NC(=O)Nc2cccc(F)c2)[C@@H](CO)O1	0.3
C/C=C/c1cnc2c(c1)C(=O)N([C@H](C)CO)C[C@@H](C)[C@@H](CN(C)C(=O)C1CC1)O2	-2.4
O=C(C[C@@H]1CC[C@@H]2[C@H](COC[C@H](O)CN2Cc2ccccc2F)O1)NCc1ccccc1F	-8.2
COc1ccc(CN(C)C[C@@H]2OCCCC[C@@H](C)Oc3ccc(NS(=O)(=O)c4ccc(Cl)cc4)cc3C(=O)N([C@H](C)CO)C[C@@H]2C)cc1	0.4
C[C@H](CO)N1C[C@H](C)[C@H](CN(C)S(=O)(=O)c2ccccc2)Oc2ncc(C#Cc3ccc(C(F)(F)F)cc3)cc2C1=O	-6.1
Cc1noc(C)c1S(=O)(=O)Nc1ccc2c(c1)C(=O)N([C@@H](C)CO)C[C@@H](C)[C@H](CN(C)C(=O)c1ccccc1)OCCCC[C@H](C)O2	0.0
O=C(Cc1ccccc1)N1C[C@H]2[C@@H](c3ccccc31)[C@H](CO)N2C(=O)C1CCCCC1	-1.7
Cc1noc(C)c1NC(=O)N(C)C[C@@H]1OCCCC[C@@H](C)Oc2ccc(NS(=O)(=O)c3ccccc3)cc2C(=O)N([C@H](C)CO)C[C@@H]1C	2.3
Cc1noc(C)c1NC(=O)Nc1cccc2c1O[C@H](CN(C)Cc1ccc(-c3ccccc3)cc1)[C@@H](C)CN([C@H](C)CO)C2=O	0.4
CC(C)NC(=O)N(C)C[C@@H]1Oc2ccc(NC(=O)Nc3ccc(F)cc3)cc2C(=O)N([C@H](C)CO)C[C@@H]1C	-2.5
C[C@@H]1CCCCO[C@@H](CN(C)C(=O)CCC(F)(F)F)[C@H](C)CN([C@@H](C)CO)C(=O)c2cc(NS(=O)(=O)c3ccc(Cl)cc3)ccc2O1	2.5
Cc1ccccc1S(=O)(=O)N[C@H]1CC[C@@H](CCn2cc(-c3ccccc3)nn2)O[C@H]1CO	3.1

(listing goes on)
SMILES	BioA inh
O=S(=O)(c1ccc(F)cc1)N1CCCCN2[C@H](CO)[C@@H](c3ccc(-c4cncnc4)cc3)[C@@H]2C1	-4.5
COc1ccc(CN(C)C[C@H]2OCCCC[C@H](C)Oc3ccc(NC(=O)c4ccncc4)cc3C(=O)N([C@@H](C)CO)C[C@H]2C)cc1	2.8
C[C@H]1CN([C@@H](C)CO)C(=O)c2cc(NC(=O)Nc3ccc(F)cc3)ccc2O[C@H]1CN(C)Cc1ccc2c(c1)OCO2	5.2
C[C@@H]1CN([C@H](C)CO)C(=O)c2cc(C#CC3(O)CCCC3)cnc2O[C@H]1CN(C)C(=O)C1CCOCC1	2.1
O=C(N[C@@H]1CC[C@@H](CC(=O)N2CCN(c3ccccc3)CC2)O[C@H]1CO)c1ccncc1	3.0
Cc1ccc(S(=O)(=O)N2C[C@H](O)COC[C@H]3O[C@@H](CC(=O)N[C@@H]4CCN(Cc5ccccc5)C4)CC[C@@H]32)cc1	1.2
C[C@H](CO)N1C[C@H](C)[C@@H](CN(C)Cc2ccc(-c3ccccc3)cc2)Oc2c(NC(=O)C3CCCCC3)cccc2C1=O	-1.7
O=C(NCC[C@@H]1CC[C@H](NC(=O)C2CCCCC2)[C@@H](CO)O1)c1ccc(F)cc1	-1.1
C[C@H]1CCCCO[C@@H](CN(C)C(=O)CCC(F)(F)F)[C@@H](C)CN([C@@H](C)CO)C(=O)c2cc(NS(=O)(=O)c3ccccc3)ccc2O1	-0.2
CC(C)[C@@H](C)NC(=O)N(C)C[C@@H]1OCc2ccccc2-c2ccccc2C(=O)N([C@H](C)CO)C[C@H]1C	0.7
CCCC(=O)Nc1ccc2c(c1)OC[C@H](C)N(Cc1cncnc1)C[C@@H](C)[C@@H](OC)CN(C)C2=O	6.6
CCNC(=O)[C@@H]1[C@@H](CO)[C@@H]2Cn3c(ccc(-c4ccccc4F)c3=O)[C@H]1N2CCC(F)(F)F	-1.3
O=C(C[C@@H]1CC[C@@H](NC(=O)c2ccc(F)cc2)[C@@H](CO)O1)NCCc1ccccc1	2.2
CNC[C@@H]1OCCCC[C@@H](C)Oc2ccc(NS(=O)(=O)c3ccc(Cl)cc3)cc2C(=O)N([C@H](C)CO)C[C@@H]1C	-0.2
Cc1ccc(S(=O)(=O)N[C@H]2C=C[C@@H](CC(=O)NCCc3ccncc3)O[C@@H]2CO)cc1	2.2
O=C(C[C@H]1CC[C@@H]2[C@H](COC[C@@H](O)CN2C(=O)C2CC2)O1)NCc1ccncc1	1.8
C[C@H]1CCCCO[C@@H](CN(C)Cc2ccc(C(F)(F)F)cc2)[C@@H](C)CN([C@@H](C)CO)C(=O)c2cc(NC(=O)CCCN(C)C)ccc2O1	21
COc1ccc(NC(=O)N[C@H]2CC[C@@H](CCn3cc(C4(O)CCCC4)nn3)O[C@H]2CO)cc1	2.8
C[C@@H]1CN([C@H](C)CO)C(=O)c2ccccc2-c2ccccc2CO[C@H]1CN(C)S(=O)(=O)c1ccc(C(F)(F)F)cc1	1.1
C[C@@H]1CN([C@@H](C)CO)C(=O)c2cccc(N(C)C)c2O[C@H]1CN(C)Cc1ccc(Cl)c(Cl)c1	-3.1
O=C(Nc1cccc(F)c1)N1C[C@@H]2[C@H](c3ccccc31)[C@@H](CO)N2C(=O)c1ccccc1F	5.4
COCC(=O)Nc1ccc2c(c1)C(=O)N(C)C[C@@H](OC)[C@@H](C)CN(Cc1ccccc1OC)[C@@H](C)CO2	2.4
CCCNC(=O)N(C)C[C@H]1Oc2ncc(C3=CCCCC3)cc2C(=O)N([C@H](C)CO)C[C@H]1C	-4.1
CO[C@H]1CN(C)C(=O)c2cc(NC(=O)c3cc(C)on3)ccc2OC[C@H](C)N(C(C)=O)C[C@@H]1C	-1.0
COc1cccc(C#Cc2cnc3c(c2)C(=O)N([C@@H](C)CO)C[C@H](C)[C@@H](CN(C)C(C)=O)O3)c1	-0.6
CO[C@H]1CC[C@H]2CCOc3c(C#N)cccc3C(=O)N(C)[C@@H](C)C(=O)N(C)C[C@H]1O2	0.0
O=C(CCN1CCCCC1)NCC[C@@H]1CC[C@@H](NC(=O)C2CCCC2)[C@@H](CO)O1	-1.9
O=C(C[C@@H]1C=C[C@@H](NC(=O)Nc2ccccc2F)[C@H](CO)O1)NCc1ccc(Cl)cc1	2.2
CN1c2ccc(-c3cccc(F)c3)cc2[C@@H]2[C@@H](CCN2C(=O)Cc2ccccc2)[C@@H]1CO	8.3
O=C1O[C@@H](c2ccccc2)[C@@H](c2ccccc2)N2[C@@H](c3ccc(OCCO)cc3)[C@]3(C(=O)Nc4ccc(C#CC5=CCCCC5)cc43)[C@@H](C(=O)NC[C@H](O)c3ccccc3)[C@H]12	-1.3

Among those listed so far, these contain an aryl methoxy group:
SMILES	BioA inh
COc1ccc(NC(=O)N[C@H]2CC[C@@H](CC(=O)NCc3ccccn3)O[C@H]2CO)cc1	-1.0
COc1ccccc1CNC(=O)C[C@@H]1C=C[C@H](NC(=O)CN(C)C)[C@@H](CO)O1	-1.7
COc1ccc(S(=O)(=O)Nc2ccc3c(c2)CC(=O)N([C@@H](C)CO)C[C@@H](C)[C@H](CN(C)C(=O)NC2CCCCC2)O3)cc1	1.1
COc1ccc(S(=O)(=O)N(C)C[C@@H]2OCCCC[C@@H](C)Oc3ccc(NC(=O)CCC(F)(F)F)cc3C(=O)N([C@@H](C)CO)C[C@@H]2C)cc1	-1.2
COc1ccc(CN(C)C[C@@H]2OCCCC[C@@H](C)Oc3ccc(NS(=O)(=O)c4ccc(Cl)cc4)cc3C(=O)N([C@H](C)CO)C[C@@H]2C)cc1	0.4
COc1ccc(CN(C)C[C@H]2OCCCC[C@H](C)Oc3ccc(NC(=O)c4ccncc4)cc3C(=O)N([C@@H](C)CO)C[C@H]2C)cc1	2.8
COc1ccc(NC(=O)N[C@H]2CC[C@@H](CCn3cc(C4(O)CCCC4)nn3)O[C@H]2CO)cc1	2.8
COCC(=O)Nc1ccc2c(c1)C(=O)N(C)C[C@@H](OC)[C@@H](C)CN(Cc1ccccc1OC)[C@@H](C)CO2	2.4
COc1cccc(C#Cc2cnc3c(c2)C(=O)N([C@@H](C)CO)C[C@H](C)[C@@H](CN(C)C(C)=O)O3)c1	-0.6

Part of the list above in another layout.
mol | BioA inh
O=C1O[C@@H](c2ccccc2)[C@@H](c2ccccc2)N2[C@@H](c3ccc(OCCO)cc3)[C@]3(C(=O)Nc4ccc(C#CC5=CCCCC5)cc43)[C@@H](C(=O)NC[C@H](O)c3ccccc3)[C@H]12 | -1.3
O=C(C[C@@H]1C=C[C@@H](NC(=O)Nc2ccccc2F)[C@H](CO)O1)NCc1ccc(Cl)cc1 | 2.2

Screening data (PubChem)
